# Kir21 inh – inhibitors of mouse Kir2.1 inward-rectifier potassium channel | P35561 | HEK293-Kir2.1, FluxOR thallium flux fluorescence; hits give low values | B-score at 10 µM | actives 0.85% (n = 310,000);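 active means fluorescence ratio B-score at or below minus 3 SD of library scores, with starting-brightness B-score within 2 SD, cut at about -4.2 in these data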;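 further: channel flux triggered by added potassium and thallium sulfate stimulus; B-score of peak minus minimum fluorescence over baseline after thallium stimulus; more negative B-score means stronger Kir2.1 block with less thallium influx; some compounds called inactive have numbers as strong as hits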
# KCNQ2 block – KCNQ2 channel blockers in CHO-K1 cells – cell-based, FluxOR thallium flux, B-score, primary screen (AID 2156); B-score at 10 µM; O88943; 20 min; hits give low values; actives 1.1% (n = 310,000);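 active means fluorescence ratio B-score at most minus 3 library SDs, with starting brightness B-score within 2 library SDs, cut at about -5.5 in these data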
# Target sequence (O88943 whole entry, looked up): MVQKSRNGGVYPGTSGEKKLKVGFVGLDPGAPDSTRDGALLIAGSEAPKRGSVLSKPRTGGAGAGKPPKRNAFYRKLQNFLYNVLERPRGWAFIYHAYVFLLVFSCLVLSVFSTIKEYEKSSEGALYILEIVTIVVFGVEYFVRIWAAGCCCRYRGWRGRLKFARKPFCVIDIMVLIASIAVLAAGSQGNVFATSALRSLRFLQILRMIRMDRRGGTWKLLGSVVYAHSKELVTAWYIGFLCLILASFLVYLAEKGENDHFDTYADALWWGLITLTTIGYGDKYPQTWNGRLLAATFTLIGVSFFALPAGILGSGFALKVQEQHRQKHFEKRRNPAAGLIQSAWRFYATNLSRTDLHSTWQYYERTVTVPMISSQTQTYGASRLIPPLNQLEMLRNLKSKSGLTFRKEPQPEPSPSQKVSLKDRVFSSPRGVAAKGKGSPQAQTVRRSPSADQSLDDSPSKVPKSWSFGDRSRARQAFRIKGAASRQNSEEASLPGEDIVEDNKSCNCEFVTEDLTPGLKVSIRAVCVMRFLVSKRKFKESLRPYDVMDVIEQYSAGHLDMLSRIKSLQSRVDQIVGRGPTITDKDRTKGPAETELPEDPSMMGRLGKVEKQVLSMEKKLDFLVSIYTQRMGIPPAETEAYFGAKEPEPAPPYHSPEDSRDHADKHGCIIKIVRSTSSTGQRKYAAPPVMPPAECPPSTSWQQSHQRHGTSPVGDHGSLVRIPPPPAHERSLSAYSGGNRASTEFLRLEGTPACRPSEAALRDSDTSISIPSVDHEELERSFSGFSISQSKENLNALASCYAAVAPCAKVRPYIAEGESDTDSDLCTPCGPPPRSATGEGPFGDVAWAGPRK
# Numbers without * were called inactive; i = inactive.
KCNQ2 block	Kir21 inh	Compound
i	0.48	CCCCn1c(N)c(N(CCOC)C(=O)c2cccc(S(=O)(=O)N(C)c3ccc(C)cc3)c2)c(=O)[nH]c1=O
i	-0.61	COc1ccccc1NC(=O)CN1CCC(n2c(C)nc3cc(F)ccc32)CC1
i	-1.81	COC(=O)c1sccc1NC(=O)c1ccc(C(C)C)cc1
i	-0.8	Nc1cc(=O)[nH]c(SCC(=O)N2N=C(c3ccc4ccccc4c3)CC2c2ccccc2)n1 (stereo unspecified)
i	1.77	S=C(NCCN1CCCCC1)Nc1ccccc1
i	-1.54	CCC(C)NC(=O)Cn1c(COc2ccc(Cl)cc2Cl)nc2ccccc21 (stereo unspecified)
i	-0.43	Cc1ccnc(NS(=O)(=O)c2ccc(NC(=O)C3CC3)cc2)n1
i	-0.13	Cc1ccc(C2N3CC4([N+](=O)[O-])CN2CC([N+](=O)[O-])(C3)C4(C)C)cc1 (stereo unspecified)
i	-0.75	Cc1ccc(NC(=S)N(CCCN2CCOCC2)Cc2cccs2)c(C)c1
i	0.55	COc1cc(C)nc(Oc2ccc(OCCOc3ccccc3)nn2)n1
i	1.88	Cc1nnc(SC(C)C(=O)Nc2ccc3ccccc3c2)[nH]c1=O (stereo unspecified)
i	0.63	Cn1nc(C(F)(F)F)c(-c2ccc(F)cc2)c1NC(=O)Nc1ccc(F)cc1
i	-0.54	O=C(NC1CCCCC1)NC1(C(=O)N2CCN3CCCC3C2)CCCCC1 (stereo unspecified)
i	0.08	COc1ccc2[nH]cc(CCNS(=O)(=O)c3ccccc3)c2c1
i	0.14	Nc1cc(OC(=O)c2ccccc2Br)nn1S(=O)(=O)c1ccccc1
i	1.3	CCc1ccc(OCCNC(=O)c2ccccc2SCc2ccccc2)cc1
i	-0.01	COCCCNC(=O)Cn1nnc(-c2ccccc2NC(=O)c2ccccc2F)n1
i	-0.75	CCOc1ccc(NC(=O)CN(C)C(=O)CSC(C)C(=O)Nc2cc(C)on2)cc1OCC (stereo unspecified)
i	1.97	O=C(NCc1cccs1)C1CCN(S(=O)(=O)c2ccc3c(c2)OCCO3)CC1
i	-0.18	CCc1ccc(NC(=O)C(=O)NCC2CCCO2)cc1 (stereo unspecified)
i	-0.15	O=C(COC(=O)CSc1nnc(-c2ccc(Cl)cc2)o1)NCc1ccc2c(c1)OCO2
i	0.89	CCOC(=O)NC1(C(F)(F)F)C(=O)N(Cc2ccccc2)C2=C1C(=O)CC(C)(C)C2 (stereo unspecified)
i	0.4	Cc1ccccc1Nc1nnc(SCC(=O)Nc2ccccc2[N+](=O)[O-])s1
i	-0.2	CCOc1ccccc1C(=O)NC1CCN(Cc2nnnn2C2CCCC2)CC1

# The final 5 entries of the section before come first, to join the parts.
KCNQ2 block	Kir21 inh	Compound
i	-0.18	CCc1ccc(NC(=O)C(=O)NCC2CCCO2)cc1 (stereo unspecified)
i	-0.15	O=C(COC(=O)CSc1nnc(-c2ccc(Cl)cc2)o1)NCc1ccc2c(c1)OCO2
i	0.89	CCOC(=O)NC1(C(F)(F)F)C(=O)N(Cc2ccccc2)C2=C1C(=O)CC(C)(C)C2 (stereo unspecified)
i	0.4	Cc1ccccc1Nc1nnc(SCC(=O)Nc2ccccc2[N+](=O)[O-])s1
i	-0.2	CCOc1ccccc1C(=O)NC1CCN(Cc2nnnn2C2CCCC2)CC1
i	-0.05	COC(=O)c1cc(OC)nc2c1c(=O)n(C)c(=O)n2C
i	0.19	Cc1cc(C)n2nc(CC(=O)NNC(=O)c3ccc(N(C)C)cc3)nc2n1
i	-0.02	CCOc1ncccc1C(=O)NCc1ccccc1Cl
i	2.1	COc1ccc(C(=O)CSc2ncn[nH]2)cc1OC
i	0.07	COc1ccc(NC(=O)CCNC(=O)Cn2ccc3ccccc3c2=O)cc1Cl
i	0.65	Cc1ccc(C(=O)COC(=O)c2cnccn2)cc1C
i	2.02	CC1CCN(c2cc(N3CCOCC3)c([N+](=O)[O-])cc2F)CC1
i	0.68	Cn1ncc(Cl)c1C(=O)N1CCc2ccccc21
i	-0.39	Cc1ccc(C)c(SCC(=O)OC/C(O)=C(\C#N)c2nc3ccccc3[nH]2)c1
i	0	CC(C)(C)C(=O)C1=C(O)C(=O)N(c2ccccc2)C1c1ccccc1 (stereo unspecified)
i	1.14	COc1cccc(OC)c1CC1SC(=O)NC1=O (stereo unspecified)
i	-0.76	NNC(=O)c1ccc(Cn2cccn2)o1
i	1.39	Cc1[nH]n(-c2ccccc2)c(=O)c1C(c1ccccc1C(=O)O)c1c(C)[nH]n(-c2ccccc2)c1=O
i	0.41	Cc1nn(Cc2ccc(C(=O)Nc3nccs3)cc2)c(C)c1Cl
i	-0.59	CCN1CCN(c2ccc(N=Cc3ccc(O)cc3O)cc2)CC1
i	0.57	Cc1cc(C)n2nc(C(=O)OCCOc3cccc(Br)c3)nc2n1
i	1.28	COc1ccc(CC(=O)n2[nH]c(=O)ccc2=O)cc1OC
i	0.57	CCCCSc1nc2c(cnn2-c2ccc(C)c(C)c2)c(=O)[nH]1
i	-0.1	Cn1c(=O)n(CCc2ccccc2)c(=O)c2c1nc1n2CCN1Cc1ccco1
i	0	Cc1ccc(OCCCSc2ncccn2)cc1C
i	-2.81	Cc1oc2c(c(C)cc3oc(=O)c(CC(=O)NCC(=O)NCC(=O)O)c(C)c32)c1C
i	0.39	CCOC(=O)c1sc(NC(=O)C2CC=CCC2C(=O)O)nc1C (stereo unspecified)
i	-2.26	CCCOc1ccc2oc(=O)c3c(c2c1)CCCN3C(=O)CN(C)Cc1ccccc1
i	-0.61	Cc1csc(NC(=O)CSc2ccc([N+](=O)[O-])cn2)n1
i	1.15	Cc1cc(C(=O)N/N=C/c2ccc(-c3ccc([N+](=O)[O-])cc3C)o2)n[nH]1
i	0.42	O=c1cnnc(N/N=C/C2CC=CCC2)[nH]1 (stereo unspecified)
i	-0.98	Cc1cccc(C(=O)OCC(=O)NCCCc2ccccc2)c1
i	0.14	CCCn1c(SCC(=O)Nc2nc3ccccc3s2)nc2c1c(=O)n(C)c(=O)n2C
i	-0.03	CCOC(=O)c1c([N+](=O)[O-])c(C)[nH]c(=O)c1C#N
i	-0.01	COc1ccc(CCNC(=O)C2CCN(S(=O)(=O)c3ccc(SC)cc3)CC2)cc1
i	-0.66	CC(=O)OCC1(C)CN(c2ccccc2)N(C(=O)c2ccc(C(C)(C)C)cc2)C1=O (stereo unspecified)
i	-0.14	Cc1cc(C)cc(NC(=O)CCNC(=O)c2ccc([N+](=O)[O-])cc2)c1
i	-0.87	COC(=O)c1[nH]c2ccccc2c1NC(=O)CN1CCN(C(=O)c2ccco2)CC1
i	-0.03	CC(=O)c1c(C)cc(C)c(CSc2ccccn2)c1C
i	0.36	O=C(CCSc1nnc(-c2ccncc2)o1)Nc1cccc(Cl)c1
i	0.86	COc1ccc(OCC(=O)Nc2ccc3c(c2)nc(CCN2CCCC2)n3C)cc1

# Record cards, as listed above:
# `Cc1cc(C(=O)N/N=C/c2ccc(-c3ccc([N+](=O)[O-])cc3C)o2)n[nH]1` across the screens: KCNQ2 block = i; Kir21 inh = 1.15
# `COC(=O)c1[nH]c2ccccc2c1NC(=O)CN1CCN(C(=O)c2ccco2)CC1` across the screens: KCNQ2 block = i; Kir21 inh = -0.87

# Continuation.
KCNQ2 block	Kir21 inh	Compound
i	-0.64	Cc1cccc(NC(=O)CCN2C(=O)c3cccc([N+](=O)[O-])c3C2=O)c1
i	2.01	OCCC1CN(C2CCSCC2)CCN1C1CCCC1 (stereo unspecified)
i	0.07	O=C(NC1CCCCC1)N1CCN(Cc2ccco2)CC1
i	0.07	CC(=O)c1cccc(NC(=O)CC2SC(N3CCCCC3)=NC2=O)c1 (stereo unspecified)
i	0.12	COc1cccc(CN2CC(C(=O)NC3CCC(O)CC3)CCC2=O)c1 (stereo unspecified)
i	-0.46	COC(=O)[C@@]12CCCCN1[C@H](c1ccc(-c3ccc(C(C)=O)cc3)cc1)[C@@H]1C(=O)N(C)C(=O)[C@@H]12
i	0.46	O=C(CN1C(=O)CCSc2ccccc21)Nc1ccccc1
-6.86*	-0.19	N#Cc1nc(COc2ccc(Cl)cc2)oc1N1CCN(Cc2ccccc2)CC1
i	-1.5	CC(=O)Nc1cccc(C(=O)OCC(=O)NCc2cc(C)c(O)c(C)c2)c1
i	2.22	O=C(CSC1=Nc2ccccc2C2=NC(c3ccccc3)C(=O)N12)NC1CCCCC1 (stereo unspecified)
i	1.45	COc1ccc(/C=N/N2CCN(C3c4ccccc4-c4ccccc43)CC2)cc1OC
-8.44*	-10.2*	CNC[C@H](Cc1ccccc1)NC[C@@H](Cc1cccc2ccccc12)NCCc1ccc(C)cc1
i	0.05	CS(=O)(=O)N1CCN(c2ccccc2NC(=O)Cc2ccccc2)CC1
i	-0.9	N#C/C(=C\c1ccc(OCc2ccccc2)cc1)C(=O)Nc1nc2c(s1)CCN(Cc1ccccc1)C2
i	0	CCCS(=O)(=O)N1CCC(C(=O)NCCc2ccc(C)cc2)CC1
i	0.04	O=C(Cc1ccc(Br)cc1)NCc1ccccc1
i	-0.04	Cn1c(=O)c2c(ncn2Cc2ccccc2)n(C)c1=O
i	0.2	Cc1sc2ncnc(N[C@@H](Cc3c[nH]c4ccccc34)C(=O)O)c2c1C
i	1.03	COc1cccc(C(c2sc3nc(C)nn3c2O)N2CCC3(CC2)OCCO3)c1 (stereo unspecified)
i	0.69	CCOc1ccc(NC(=O)CSc2nnc(CNC(=O)c3cccs3)o2)cc1
i	0.45	O=S(=O)(c1ccc2c(c1)nc1n2CCC1)N1CCOCC1
i	1.02	C=CCNC(=O)CC1Nc2c3ccccc3nc(=S)n2C1=O (stereo unspecified)
i	1.77	CCN(CC)C(=O)Cn1cc(C(=O)C(=O)NCc2ccco2)c2ccccc21
i	1.32	COC(=O)C(Cc1ccccc1)NC(=O)c1cccc(S(=O)(=O)N(C)C)c1 (stereo unspecified)
i	0.91	Cc1ccccc1NC(=O)NCCCN1CCN(c2ccccc2)CC1
i	-0.57	COc1ccc(NC(=O)Cn2c(=O)n(CC(=O)NCc3ccco3)c(=O)c3ccccc32)cc1OC
i	-0.52	COc1ccc(OCC(=O)Nc2nonc2NC(=O)COc2ccc(OC)cc2)cc1
i	-0.29	CCCC(C)c1nnc(NC(=O)CS(=O)(=O)Cc2ccccc2)s1 (stereo unspecified)
i	1.89	Cc1ccc(C(=O)Nc2nnc(-c3ccc(C(C)(C)C)cc3)s2)cc1
i	-5.83*	CCN(c1cccc(C)c1)S(=O)(=O)c1cc2c3c(c1)CCC(=O)N3CCC2
-7.98*	1.4	COc1ccc(-c2cc(C(=O)N3CCN(c4ccccc4F)CC3)c3ccccc3n2)c(OC)c1
i	-0.23	COC(=O)c1sc(=S)sc1C(=O)OC
i	0.83	Cc1occc1-c1nnc(SCC(=O)NCC2CCCO2)n1C (stereo unspecified)
i	0.48	CCOC(=O)C1(Cc2ccccc2C)CCCN(C(=O)c2ccnn2C)C1 (stereo unspecified)
i	0.01	Cc1cccc(C)c1-n1nnnc1C1(Nc2ccccc2)CCCCC1
i	1.51	CCCc1nc(N2CCN(C)CC2)c2sc(=S)n(-c3ccccc3)c2n1
i	-0.59	Cc1nn(CC(=O)Nc2ccc(S(N)(=O)=O)cc2)c(=O)c2ccccc12
i	-0.92	O=C(N/N=C/c1cc(Br)cc(Cl)c1O)c1ccc2c(c1)OCO2
i	0.92	CCCNC(=O)Cn1nc([N+](=O)[O-])c([N+](=O)[O-])c1C
i	0.01	O=C(O)C(=O)/C(=C\c1cccc2ccccc12)c1ccc2ccccc2n1
i	-1.45	Cc1ccc(Cl)cc1NC(=S)N(CCN(C)C)Cc1cccs1
i	1.01	C=CCn1c(SCC(=O)c2c(N)n(C)c(=O)n(C)c2=O)nnc1-c1ccncc1
i	-0.89	COCCn1c(-c2cccc(Br)c2)nc2c(c(=O)c3ccccc3n2C)c1=O
i	1.22	CC1CCCC(NC(=S)NC(=O)c2cncc(Br)c2)C1C (stereo unspecified)
i	-0.7	CCOc1cc(CN2CCCC(C(=O)c3cccc(C(F)(F)F)c3)C2)ccc1O (stereo unspecified)
i	-0.54	CCN1C(=O)[C@H]2[C@@H](c3ccc(C)cc3)N3C(=O)N(c4cccc(Br)c4)C(=O)[C@@]3(Cc3ccccc3)[C@H]2C1=O
i	1.26	Cc1noc(C)c1S(=O)(=O)N1CCCC(C(=O)NC2CCCCC2)C1 (stereo unspecified)
i	-0.11	COCc1cc(C)nc(OCC(=O)N/N=C/c2ccc(-c3cccc([N+](=O)[O-])c3)o2)c1C#N
i	0.23	CN1CCN(c2ccc(NC(=O)c3ccc(C#N)cc3F)cc2Cl)CC1
i	0.3	O=C(O)CNC(=O)CC1S/C(=N/N=C2\CSC(=O)N2)NC1=O (stereo unspecified)
i	-1.44	CCOC(=O)C1(Cc2ccccc2Cl)CCN(S(C)(=O)=O)CC1
i	0	O=C(CS(=O)(=O)c1ccccc1)Nc1ccc(S(=O)(=O)Nc2ccccn2)cc1
i	-1.31	Clc1ccc(-c2nnc3n2CCCCS3)cc1
i	-1.05	COC(=O)C1=C(C(=O)OC)[C@@H]2Nc3ccccc3[C@@]23C[C@@H](C(=O)OC)N(C(=O)NC2CCCCC2)C3=N1
i	1.61	COc1ccc2cc(C(N)=O)/c(=N\NC(=O)c3ccccc3)oc2c1
i	-0.07	O=C(NNC(=O)c1cc(-c2ccc(Cl)cc2Cl)nc2ccccc12)Nc1ccccc1
i	0.04	Cc1cccc(OCCCC(=O)Nc2ccc(S(=O)(=O)Nc3onc(C)c3C)cc2)c1

# KCNQ2 block, what is marked active above.
KCNQ2 block	Kir21 inh	Compound
-6.86*	-0.19	N#Cc1nc(COc2ccc(Cl)cc2)oc1N1CCN(Cc2ccccc2)CC1
-8.44*	-10.2*	CNC[C@H](Cc1ccccc1)NC[C@@H](Cc1cccc2ccccc12)NCCc1ccc(C)cc1
-7.98*	1.4	COc1ccc(-c2cc(C(=O)N3CCN(c4ccccc4F)CC3)c3ccccc3n2)c(OC)c1

# Screening data (PubChem)
